CCHF vOTU inh: CCHFV vOTU protease inhibitors, primary screen, biochemical, Pep-AMC substrate, fluorescence | Crimean-Congo hemorrhagic fever virus L polyprotein viral ovarian tumor (vOTU) protease … | inhibition, % at 11.5 µM | actives 0.55% (n = 370,000) | AID 651958, 2012; note: 0% = vehicle wells with enzyme and 100% = no enzyme wells
Rv3671c protease: Rv3671c serine protease inhibitors, primary screen, biochemical, fluorescence polarization, M. tuberculosis H37Rv | P9WHR9 | inhibition, % at 5.96 µM | actives 0.048% (n = 320,000); in the data active = inhibition above about 38%;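 note: extracellular domain of Rv3671c used as enzyme; 0% = enzyme with DMSO and 100% = no enzyme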
Target sequence (P9WHR9 whole entry, looked up, the tested form may be a part): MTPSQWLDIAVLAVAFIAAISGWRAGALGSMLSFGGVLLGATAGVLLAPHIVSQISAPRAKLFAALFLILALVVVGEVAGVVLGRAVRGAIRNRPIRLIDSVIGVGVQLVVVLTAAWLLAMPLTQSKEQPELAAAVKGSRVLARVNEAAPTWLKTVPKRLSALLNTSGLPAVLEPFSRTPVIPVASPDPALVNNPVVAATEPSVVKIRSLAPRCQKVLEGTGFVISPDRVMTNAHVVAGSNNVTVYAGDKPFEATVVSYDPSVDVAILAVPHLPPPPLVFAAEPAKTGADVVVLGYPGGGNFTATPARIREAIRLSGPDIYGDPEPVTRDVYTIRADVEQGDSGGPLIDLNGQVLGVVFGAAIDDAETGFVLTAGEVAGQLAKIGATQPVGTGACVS
GDH-TPI inh: GDH-TPI coupling enzyme inhibitors, primary screen, artefact control for M. tuberculosis FBA inhibitor project, biochemical, absorbance, full deck | GDH-TPI coupled enzyme counterscreen, NADH absorbance | inhibition, % at 4.8 µM | actives 1.2% (n = 360,000) | AID 588335, 2011;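 note: 0% = DMSO wells and 100% = wells lacking the enzyme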
Mtb UGM inh: M. tuberculosis UGM enzyme inhibitors, primary screen, biochemical, fluorescence polarization, single point; purified UGM, fluorescence polarization probe displacement; UDP-galactopyranose mutase (Mycobacterium tuberculosis (strain ATCC 25618 / H37Rv)), …; inhibition, % at 10 µM; actives 0.06% (n = 320,000); in the data active = inhibition above about 10%, passing the limit was not always enough; inconclusive = no clear call, values can overlap the other calls
Mtb BioA inh: M. tuberculosis BioA enzyme inhibitors, primary screen, biochemical, plate reader, single point, HTS; purified M. tuberculosis BioA enzyme; AID 602481, 2012; actives 0.096% (n = 360,000); inhibition, % at 9.99 µM; 7,8-diaminopelargonic acid synthase BioA (Mycobacterium tuberculosis); in the data active = inhibition above about 40%; inconclusive = no clear call, values can overlap the other calls
MazEF act: activators of E. coli MazEF toxin-antitoxin RNase, primary screen, biochemical, fluorescence, uHTS; AID 504720, 2011; actives 0.32% (n = 350,000); Endoribonuclease toxin MazF (Escherichia coli (strain K12)), P0AE70; FAM/BHQ RNA-DNA oligo cleavage fluorescence, 5 h; activation, % at 20 µM; in the data active = activation above about 50%
Target sequence (P0AE70 whole entry, looked up): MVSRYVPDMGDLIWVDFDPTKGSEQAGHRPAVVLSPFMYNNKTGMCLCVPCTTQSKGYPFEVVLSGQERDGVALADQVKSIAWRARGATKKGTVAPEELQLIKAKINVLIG
FadD28 FP inh: inhibitors of FadD28 bisubstrate probe binding, primary screen, biochemical, fluorescence polarization, single point; Mycobacterium tuberculosis FadD28 fatty-acid-AMP ligase; inhibition, % at 12.5 µM; actives 0.22% (n = 360,000); AID 588549, 2011; in the data active = inhibition above about 8.5%, passing the limit was not always enough; inconclusive = no clear call, values can overlap the other calls
BoNT F protease: BoNT/F light chain protease inhibitors, primary screen, biochemical, flow cytometry, MLPCN library. Botulinum neurotoxin type F light chain protease (Clostridium botulinum). Multiplex microsphere protease cleavage assay. inhibition, % at 10 µM. actives 0.22% (n = 360,000). AID 588497, 2011; in the data active = inhibition above about 35%, passing the limit was not always enough; inconclusive = no clear call, values can overlap the other calls; note: plate controls were buffer without enzyme for full effect and enzyme alone for no effect
FBA Mtb inh: Mtb FBA enzyme inhibitors, primary screen, biochemical, fluorescence, strain H37Rv; purified M. tuberculosis FBA, fluorescence read-out; inhibition, % at 1 µM; actives 2.3% (n = 360,000); AID 588726, 2011; in the data active = inhibition above about 27%;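 note: 0% = vehicle and 100% = reference inhibitor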
Target sequence (P9WQA3 whole entry, looked up): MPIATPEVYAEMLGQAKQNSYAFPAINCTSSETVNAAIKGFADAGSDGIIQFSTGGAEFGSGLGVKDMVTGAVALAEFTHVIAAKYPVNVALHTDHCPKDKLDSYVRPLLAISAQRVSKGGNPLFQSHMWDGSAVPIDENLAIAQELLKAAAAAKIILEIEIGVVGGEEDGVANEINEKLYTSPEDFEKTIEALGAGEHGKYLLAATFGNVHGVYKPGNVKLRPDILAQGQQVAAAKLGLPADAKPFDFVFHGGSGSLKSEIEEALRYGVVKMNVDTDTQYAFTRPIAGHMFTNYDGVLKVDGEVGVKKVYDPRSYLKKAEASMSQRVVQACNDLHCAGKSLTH
VHR inh abs: VHR1 phosphatase inhibitors, primary screen, biochemical, absorbance, uHTS. recombinant VHR phosphatase, pNPP absorbance. inhibition, % at 13.3 µM. actives 0.52% (n = 290,000). AID 1654, 2009; in the data active = inhibition above about 50%; note: some compounds called inactive have numbers as strong as hits
Numbers without * were called inactive; ? = inconclusive; . = no result given. Cut-off read from the data, not from the text of the source, unless noted: active = inhibition above about 30%; inactive = the rest.

item	mol	CCHF vOTU inh	Rv3671c protease	GDH-TPI inh	Mtb UGM inh	Mtb BioA inh	MazEF act	FadD28 FP inh	BoNT F protease	FBA Mtb inh	VHR inh abs
1	CCCc1c(C(=O)OCC)sc(N)c1C#N	6.7	-1.4	0.6	-1.5	.	-19.4	-1.6	-3.2	5.3	10.6
2	O=C1c2ccccc2C(O)N1Cc1cccs1 (stereo not drawn)	0.6	0.5	0.3	2.1	-0.6	5.2	-3.1	0.0	-2.2	8.4
3	COC(=O)CCCc1nc2ccccc2s1	5.1	1.2	3.4	-1.4	.	-0.3	-0.5	-1.7	1.4	28.7
4	C1=CC2(C=C1)OC21CCC2(C=CC3(C2)OC3C2CCCCC2)CC1 (stereo not drawn)	5.8	.	-10.8	.	0.8	14.4	-3.1	6.1	-2.5	.
5	CC(=O)Nc1cc(C)nn1-c1nc(C)cc(C)n1	12.4	16.7	-3.1	-1.2	.	-0.4	-4.3	-2.0	-0.6	24.2
6	Cc1ccc(C(=O)O/N=C(\N)c2ccccn2)c(C)c1	-7.4	-4.6	3.8	-1.0	0.4	1.7	-3.5	-4.1	-3.0	-22.9
7	Cc1cc(-c2csc3nc[nH]c(=S)c23)cc(C)c1C	11.6	5.0	40.2*	-0.2	0.0	0.2	-1.9	-6.3	2.8	8.4
8	CCNC(=O)N(CC)C[C@H]1N[C@@](C)(C(=O)OC)[C@H]2C(=O)N(Cc3ccccc3)C(=O)[C@@H]12	-8.4	3.9	5.5	-6.9	-4.7	-2.8	-0.3	-2.3	-2.4	.
9	Cc1ccc2cc(/C=N/Nc3nc4ccccc4[nH]3)c(Cl)nc2c1	-7.0	.	14.2	.	.	-15.2	-3.4	-8.2	-4.2	27.7
10	C#CCN(C[C@@H]1[C@@H](OC(=O)NCc2ccccc2)[C@@H](OC(=O)NCc2ccccc2)CN(C(=O)OC(C)C)N1C(=O)OC(C)C)S(=O)(=O)c1ccc(C)cc1	20.5	.	5.7	.	0.2	-5.0	-3.0	2.4	-2.7	.
11	Cc1cccc2c1N1C(=O)c3c(C(=O)O)cccc3C1CC2C (stereo not drawn)	22.5	-7.6	8.9	2.9	1.0	-10.8	0.2	-13.0	3.2	-22.4
12	CC(C)C(=O)N1CCC2(CC1)Oc1ccc(F)cc1C(=O)C21CC(c2ccccc2)=NO1 (stereo not drawn)	-2.0	0.2	11.4	-0.7	1.9	-3.3	-2.0	0.4	4.6	-4.1
13	COc1ccccc1Nc1nc(-c2sc(NC(=O)CC(C)C)nc2C)cs1	-5.3	17.5	11.2	-0.1	1.8	3.4	-0.9	-4.7	4.9	9.6
14	CN(CC(=O)Nc1ccc(F)cc1)C(=O)COC(=O)c1cccc(N(C)C)c1	10.8	-8.4	10.5	1.8	-1.1	1.4	-2.2	-10.3	-3.3	.
15	Cc1[nH]nc2c1C(c1ccc(-c3ccc(Cl)cc3)o1)C(C#N)=C(N)O2 (stereo not drawn)	-2.1	-10.4	-11.3	1.1	.	7.0	-3.9	1.8	-4.5	-11.3
16	CCOc1ccc(CCNC(=O)Cn2nc(C)c3c(C)n(-c4ccccc4)nc3c2=O)cc1	19.1	-11.9	12.0	1.6	-0.8	-9.3	-3.3	3.2	3.6	-2.2
17	CCCCNC(=O)CCn1nc(-c2ccc(Cl)cc2)c2ccccc2c1=O	-2.8	2.9	-14.5	-2.5	.	5.0	-2.0	-2.6	0.8	7.7
18	CCCn1nnnc1NC(=O)CSc1ccc(Cl)cc1	-8.2	-1.2	0.0	-0.2	-3.2	0.1	1.5	-5.7	0.6	3.5
19	CSc1ccc(/C=N/N2CCN(c3ccccc3)CC2)cc1	-6.5	-1.0	-3.1	-0.1	.	-7.8	-4.8	-5.2	0.1	33.6
20	CC(=O)Nc1ccc(S(=O)(=O)N2CCC(C(N)=O)(N3CCCCC3)CC2)cc1	1.2	-5.1	1.1	0.4	-0.8	3.8	-0.5	-13.8	-1.9	8.0

(cont.)
item	mol	CCHF vOTU inh	Rv3671c protease	GDH-TPI inh	Mtb UGM inh	Mtb BioA inh	MazEF act	FadD28 FP inh	BoNT F protease	FBA Mtb inh	VHR inh abs
21	O=C(CN1C(=O)NC2(CCCCCC2)C1=O)NCCc1ccccc1	-1.6	-4.2	3.6	0.2	-0.4	1.0	-5.3	-3.4	3.0	.
22	Cc1cc(C)c2ccc(/C=N/O)nc2c1O	-11.0	-8.5	20.2	1.7	-0.8	4.8	-1.0	-5.6	0.2	2.5
23	C(=C\c1ccccc1)/CN1CCN(C(c2cccs2)c2nnnn2Cc2ccccc2)CC1 (stereo not drawn)	13.3	.	.	.	-3.9	.	-1.5	7.6	-0.1	.
24	COc1ccccc1N1CCN(C(=O)C2CC2)CC1	-9.2	2.5	4.7	-2.3	1.3	7.1	-0.8	?	2.0	.
25	CC(=O)Nc1ccc(NS(=O)(=O)c2ccc(OC(C)C(=O)N3CCOCC3)cc2)cc1 (stereo not drawn)	3.0	-8.5	-5.7	0.0	-0.9	2.2	0.3	-9.6	-0.1	.
26	Cc1noc(-c2ccc(Cl)cc2)c1C(=O)O/N=C(\N)c1ccc(C(C)(C)C)cc1	-2.6	-4.7	4.0	-2.8	.	-10.0	-0.9	-2.0	2.0	25.0
27	COc1ccc(Cl)cc1C(=O)O/N=C(\N)c1ccncc1	-12.6	-3.5	4.2	3.3	.	-8.2	0.5	?	-1.4	17.0
28	CCN1CCN(c2nc(N(C)c3ccccc3)nc(N)c2[N+](=O)[O-])CC1	9.0	7.3	10.3	1.8	0.0	-23.6	-1.7	-5.7	2.5	28.9
29	CC(C)c1ccc(NC(=O)N2CCCC2C(=O)Nc2ccc(-n3cnnn3)cc2)cc1 (stereo not drawn)	-11.7	-8.8	8.6	-1.3	.	-1.7	-3.7	4.9	0.8	35.6
30	OC1(c2ccc(OC(F)F)cc2)CSC(=Nc2cccnc2)N1C1CC1 (stereo not drawn)	18.9	2.0	12.8	-1.9	20.7	-0.4	0.2	.	11.2	10.6
31	CN(C[C@H](Cc1ccccc1)N(C[C@H](c1ccccc1)N(CCc1ccccc1)N=O)N=O)N=O	6.4	-4.7	-1.7	-0.6	-0.8	-1.2	-2.5	-9.0	-2.1	10.3
32	COc1cc(/C=C/C(=O)OCC(=O)Nc2ccccc2Cl)cc(OC)c1OC	-3.8	-2.8	6.7	0.0	.	-10.0	-0.4	-2.9	8.2	5.3
33	COCCCN1C(=O)c2ccc(C(=O)NCCc3ccccc3)cc2C1=O	12.3	-9.4	2.5	0.8	-1.4	3.5	-1.0	?	1.3	-2.0
34	CC(Oc1ccc(Cl)cc1Cl)c1nc(-c2ccc(NC(=O)c3ccccn3)cc2)no1 (stereo not drawn)	-14.8	-3.3	2.0	-3.8	-1.9	-2.5	-1.3	4.6	-1.1	0.9
35	Cc1ccc(O)c(/C=N/NC(=O)Cc2ccc(Cl)cc2)c1	-6.7	11.1	22.9	0.2	-2.5	4.1	1.0	-14.3	3.3	0.1
36	COc1ccc2[nH]c(C(O)(Cc3cccnc3)Cc3cccnc3)cc2c1	1.4	-8.8	-3.7	-4.8	-0.3	4.0	2.5	-17.5	-0.4	-5.3
37	COc1ccccc1C(=O)NCCNC(=O)c1ccco1	-14.8	-6.6	-6.4	1.9	.	6.8	-3.3	-5.5	-8.4	13.2
38	COCCn1c(=S)[nH]c2cc(C(=O)NCCc3ccc(OC)c(OC)c3)ccc2c1=O	-2.0	-3.4	3.2	-1.1	-0.8	4.6	-2.2	1.3	-1.3	-4.4
39	O=C(COC(=O)c1cc(=O)[nH]c2ccccc12)Nc1nc(-c2cccc(Br)c2)cs1	15.3	-76.0	8.6	4.4	.	-5.9	-0.1	-8.4	-2.6	-0.1
40	Cn1c2c(c(=O)n(C)c1=O)C(c1ccccc1Cl)C(C#N)=C(N)O2 (stereo not drawn)	-0.9	-0.9	-1.1	2.8	.	-5.8	-3.2	-4.0	0.6	4.4

(cont.)
item	mol	CCHF vOTU inh	Rv3671c protease	GDH-TPI inh	Mtb UGM inh	Mtb BioA inh	MazEF act	FadD28 FP inh	BoNT F protease	FBA Mtb inh	VHR inh abs
41	O=C(CN1C(=O)C2C3CCC(C3)C2C1=O)N1CCN(Cc2ccccc2)CC1 (stereo not drawn)	-7.7	0.9	8.8	0.5	5.0	7.5	-1.2	2.2	3.4	48.1
42	Cn1c(=O)c(C(=O)CN2CCOCC2)c(N)n(Cc2ccccc2)c1=O	5.9	-7.3	-3.7	-1.0	-0.8	-2.3	-0.1	1.5	-2.9	-4.5
43	CC1(C)CC(N(Cc2ccc(F)cc2)C(=O)c2ccc(F)cc2)CCO1 (stereo not drawn)	5.3	6.5	17.3	-4.2	-0.8	3.1	-0.1	-2.6	4.2	17.2
44	CC1(C(=O)Nc2ccc3nc[nH]c3c2)CCN1C(=O)CCc1ccccc1 (stereo not drawn)	0.0	.	5.3	.	15.6	.	-1.6	-3.3	-0.1	.
45	O=[N+]([O-])c1ccc(C(=S)N2CCN(c3ccc(F)cc3)CC2)cc1	-2.6	-4.8	3.5	1.5	.	10.7	0.0	-3.9	-2.3	42.6
46	CN(C)c1cccc(C(=O)OCC(=O)Nc2ccccc2-c2ccccc2)c1	16.5	10.1	1.8	.	.	-0.8	0.5	-3.8	1.8	0.4
47	Cc1cc(/C=C2\C(=O)NC(=O)N(c3cccc(F)c3)C2=O)c(C)n1-c1cc(C(=O)O)cc(C(=O)O)c1	0.6	0.8	1.6	1.9	.	-9.2	-3.6	-6.6	-1.7	19.1
48	CCn1c(SCC(=O)c2[nH]c(C)c(C(C)=O)c2C)nnc1-c1ccncc1	2.4	-3.7	3.3	-0.6	8.1	2.8	-1.5	-26.3	1.3	3.6
49	COc1ccccc1NC(=O)c1cnc(SC)nc1	11.6	-1.5	-3.7	-2.3	8.9	16.1	-0.2	?	2.0	27.2
50	Cc1ccc(C2(c3ccc(C)cc3)NC(=O)N(CC(=O)NCCCN3CCCC3=O)C2=O)cc1	10.2	0.0	0.9	1.9	-0.3	6.5	-1.6	-0.4	1.5	.
